Screening data: PubChem BioAssay, National Center for Advancing Translational Sciences (NCATS)
AMA1-RON2 inh: AMA1-RON2 (P. falciparum) interaction inhibition; AlphaScreen AMA1-biotinylated RON2 peptide binding; Potency, µM (titrated, usually from 58.2 µM), inactives show at the top dose activity change, negative = inhibition, actives largely listed as inhibitors; 360,000 tested, 0.2% active; AID 720542;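 further: potency means the concentration at half of the fitted maximal effect; 0% = vehicle wells and -100% = peptide control; nearly all actives have a fitted effect of over 45% in size; some results filed as inactive show a strong effect at the top dose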
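AMA1 (3D7) with his tag at 25 nM final met compounds first, then biotinylated RON2 peptide at 25 nM; detection used donor plus acceptor beads, 10 µg/mL apiece, read by AlphaScreen after 30 min at room temperature.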
HCMV antiviral: human cytomegalovirus inhibition | 410,000 tested, 4.5% active | HFF cells, HCMV-luciferase reporter, 72 h; hits give low values | activity change, negative = inhibition, % at 57.5 µM | AID 1259415; in the data active means activity change below about -60%; inconclusive means no clear call, values can overlap the other calls; inactive means above about -39%
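Two compound doses tested in HFFs infected with HCMV-luciferase, MOI 1 PFU/cell, 72 h at 37C. Lysate luminescence read with OneGlo; data normalized against buffer-only and 10uM Salinomycin inhibitor controls.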
HCV inhibitor: inhibitors of hepatitis C virus infection | Huh7.5.1 HCVcc-Cre infection, luciferase reporter, 44 h | AID 651820 | 340,000 tested, 3.4% active | Potency, µM (titrated, usually from 41.8 µM), without a hit: at the top dose activity change, negative = inhibition, most hits filed as inhibitors; further: potency means the concentration at half of the fitted maximal effect
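Reporter virus HCVcc-Cre (~0.5 moi) infects cells exposed to compound; seeding density 1,000 cells/well with 4 h settling beforehand. Luminescence, 15 sec read, taken 44 h post-infection following a 15 min RT substrate incubation.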
Sm TGR block: blocks Schistosoma mansoni thioredoxin glutathione reductase; Potency, µM (series often up to 114 µM), inactives show at the highest dose activity change, negative = inhibition, actives largely listed as inhibitors; AID 485364; 360,000 tested, 3% active; purified TGR, DTNB reduction, TNB absorbance 405 nm; further: potency means the concentration at half of the fitted maximal effect; nearly all actives have a fitted effect of over 60% in size
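First, TGR (20 nM dispensed) and NADPH were mixed with compound. Second, a 15 min room-temperature incubation followed. Third, further NADPH and then DTNB were added to start the reaction. Finally, TNB absorbance was monitored kinetically.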
AmpC inh detg: inhibitors of E. coli AmpC beta-lactamase with detergent; P00811; AmpC hydrolysis of nitrocefin, absorbance 480 nm, 0.01% Triton; Potency, µM (doses to about 114 µM), without a hit: at the highest dose activity change, negative = inhibition, most hits filed as inhibitors; 370,000 tested, 0.041% active; AID 485294;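 further: potency means the concentration at half of the fitted maximal effect; 0% = no-compound wells and -100% = no-enzyme wells; nearly all actives have a fitted effect of over 25% in size; some results filed as inactive show a strong effect at the top dose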
Target sequence (P00811 whole entry, looked up): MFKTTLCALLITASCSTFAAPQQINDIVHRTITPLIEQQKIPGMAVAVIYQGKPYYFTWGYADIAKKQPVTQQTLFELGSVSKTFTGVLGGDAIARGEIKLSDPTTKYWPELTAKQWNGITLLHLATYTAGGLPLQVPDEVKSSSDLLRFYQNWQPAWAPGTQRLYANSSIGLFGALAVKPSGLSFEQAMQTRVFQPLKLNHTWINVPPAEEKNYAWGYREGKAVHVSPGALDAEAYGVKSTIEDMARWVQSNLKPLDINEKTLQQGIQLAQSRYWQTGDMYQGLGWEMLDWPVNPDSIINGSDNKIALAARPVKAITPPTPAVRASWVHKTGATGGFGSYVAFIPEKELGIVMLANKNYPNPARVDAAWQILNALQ
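AmpC (5.3 nM in the dispensed reagent) in 20 mM phosphate pH 7.0 with 0.01% (detergent screen) or 0.0001% Triton X-100 was preincubated with compounds for 15 min at room temperature. Nitrocefin was then added from an 800 uM solution, and hydrolysis was followed at 480 nm.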
Giardia FBPA inh: inhibitors of Giardia lamblia fructose-1,6-bisphosphate aldolase | Potency, µM (titrated, usually from 59.6 µM), inactives show at the top dose activity, negative = inhibition, usual class: inhibitors | AID 2451 | 290,000 tested, 0.71% active | purified Giardia FBPA | A8B2U2; further: potency means the concentration at half of the fitted maximal effect; nearly all actives have a fitted effect of over 55% in size
Target sequence (A8B2U2 whole entry, looked up): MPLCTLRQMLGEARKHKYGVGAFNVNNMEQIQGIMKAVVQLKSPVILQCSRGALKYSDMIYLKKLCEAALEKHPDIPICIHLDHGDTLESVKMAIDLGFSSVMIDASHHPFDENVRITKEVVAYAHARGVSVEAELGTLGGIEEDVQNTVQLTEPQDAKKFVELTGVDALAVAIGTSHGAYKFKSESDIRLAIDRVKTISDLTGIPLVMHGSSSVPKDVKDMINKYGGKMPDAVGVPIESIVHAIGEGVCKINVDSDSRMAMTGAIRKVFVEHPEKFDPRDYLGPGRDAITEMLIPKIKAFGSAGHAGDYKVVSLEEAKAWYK
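40 nM FBPA preincubated 10 min at RT with compound (up to 57.5 uM final), then substrate plus GAPDH/TPI/NAD/arsenate coupling and diaphorase/resazurin added. Fluorescence read after 20 min at RT, 525/598 nm.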
An asterisk follows results filed as active; ? = inconclusive; . = not tested or not shown; & = joins results of further samples; ! = not confirmed by another sample; [ ] = another dose, or the depositor's remark. Unless noted, the call rests on the fitted dose curve; in most records, active means well fitted curve in the direction sought with a large enough effect; inconclusive means small, poorly fitted or top-dose-only effect, or another doubt; inactive means no such curve, though single readings can be large; an effect the other way counts as inactive or inconclusive. Unless noted, on the % scale 0 is the no-effect control and ±100 the full control effect.

Values run as follows: AMA1-RON2 inh | HCMV antiviral | HCV inhibitor | Sm TGR block | AmpC inh detg | Giardia FBPA inh
> COc1cccc(CNC(=O)CCC2CCCN(C/C=C/c3ccccc3OC)C2)c1 (centres undefined)
  -15% | -26 | ? | -4% | 3% | 0%
> CCOC(=O)[C@@H]1[C@H]2COc3ccccc3[C@@H]2N2C(=O)N(c3ccc(Br)cc3)C(=O)[C@]12C
  -6% | -13 | -29% | . | . | .
> COc1cc(C(=O)NC2CCCCC2)ccc1OCc1ccc(Cl)cc1Cl
  0% | ? | 3% | 6% | 4% | 7%
> CCN(CC)S(=O)(=O)c1cc(C(=O)Oc2ccccc2OC)ccc1OC
  -12% | -18 | 17% | -5% | ? | -12%
> CN(C)c1ccc(C2C=C(c3ccc(Cl)cc3OC(F)F)Nc3ncnn32)cc1 (centres undefined)
  -1% | -22 | 10µM* | 22µM* | 2% | -26%
> CC1C(=O)C(C)C(c2ccccc2)N(N=O)C1c1ccccc1 (centres undefined)
  14% | -5 | 6% | . | . | .
> COc1c(/C=N/NC(=O)c2ccncc2)c(CCN(C)C(C)=O)cc2c1OCO2
  28% | -12 | 15% | 21% | -14% | -8%
> C/C(Cn1cnc([N+](=O)[O-])n1)=N\NC(=O)c1ccccc1O
  30%[activator] | -21 | 7% | -31% | 4% | -25%
> Cn1c(N)c(C(=O)COC(=O)[C@@H]2CCCN2S(=O)(=O)c2ccc(Cl)cc2)c(=O)n(C)c1=O
  -9% | 12 | 2% | -1% | 2% | -1%
> CCOc1ccc(NC(=O)C2CCCN(c3cnccn3)C2)cc1 (centres undefined)
  -4% | ? | 4% | 2%&0% | 0%&16% | .
> CSCC[C@H](NC(=O)OC(C)(C)C)C(=O)N1CCC(C(=O)NCC(=O)Nc2ccc(C)cc2)CC1
  -6% | -1 | 2% | -7% | 5% | -4%
> Cc1ccc2nc3c(cc(C#N)c(=O)n3-c3nnc(SCc4ccc(F)cc4)s3)c(=O)n2c1
  . | 4 | . | -13% | -6% | .
> Cc1ccc(NC(=O)Nc2ccc(F)cc2)nc1
  -12% | 14 | ? | 5% | -7% | 2%
> CCOc1ccc([N+](=O)[O-])c(N)c1
  -37% | 13 | -7% | 0% | ? | -6%
> CC(C)NC(=S)Nc1ccc2nc3n(c(=O)c2c1)CCCCC3
  -15% | -36 | -28% | -13% | 0% | 9%
> COc1ccc(-c2nc3ccc([N+](=O)[O-])cc3[nH]2)cc1
  -3% | 44 | -12% | 0% | -6% | -25%
> O=C(Cn1cc(S(=O)(=O)N2CCCC2)c(S(=O)(=O)N2CCCC2)c1)Nc1ccc(F)cc1
  . | -15 | . | 20% | 5% | .
> OC(c1ccccn1)c1c[nH]c2ccccc12 (centres undefined)
  -9% | -3 | 22% | 22µM* | -12% | 0%
> Cc1ccc2oc3c(c(=O)c2c1)C(c1ccc(F)cc1)N(CCCN1CCOCC1)C3=O (centres undefined)
  . | . | . | 32µM* | -9% | 1%
> COC(=O)c1ccc(C2SCC(=O)N2Cc2ccccc2)cc1 (centres undefined)
  -2% | . | 7% | -8% | -5% | 4%
> COCCC(=O)N1CCC(Oc2ccc(C(=O)N3CCCC(COC)C3)cc2)CC1 (centres undefined)
  10% | 19 | 7% | -6% | -2% | 5%
> CCn1c(C)c(P(c2ccccc2)c2ccccc2)[n+]2ccccc12
  -10% | -61* | -15% | 17% | -4% | 4%
> O=C(Nc1cc(=O)[nH]c2ncnn12)c1ccco1
  9% | -25 | 7% | 4% | 1% | -12%
> C=CCN1C(=O)CSC1=Nc1ccc(O)cc1
  2% | -29 | 8% | 15% | -11% | -2%
> COc1cc(OC)cc(C(=O)N[C@H](C(=O)OCC(=O)c2c[nH]c3ccccc23)C(C)C)c1
  0% | -24 | -18% | . | . | .
> CC(=O)c1ccc(NC(=O)N2C[C@H]3C[C@@H](C2)c2cccc(=O)n2C3)cc1
  2% | -27 | 3% | 8% | -4% | -4%
> COCCOc1ccc(C(F)(F)F)cc1NC(=O)c1ccc(F)cc1
  11% | 36 | 11% | 2% | -7% | -5%
> O=C(CCC1N=C2c3ccccc3N=C(SCC(=O)NCC3CCCO3)N2C1=O)NCc1ccc(F)cc1 (centres undefined)
  11% | -5 | 0% | 6% | ? | -5%
> Cc1ccc(N2CC(C(=O)NCc3n[nH]c(=O)c4ccccc34)CC2=O)cc1 (centres undefined)
  9% | 13 | 0% | -8% | -6% | .
> NC1=NC2(CCCCC2)n2c(nc3ccccc32)N1
  11% | -28 | ? | 7% | -4% | ?
> COC(=O)c1sc2ccccc2c1C(=O)OC
  -4% | -1 | . | -4% | -7% | 8%
> CCOc1ccccc1NC(=O)CN1C(=O)COc2ccc(S(=O)(=O)N3CCCCC3)cc21
  . | -15 | . | -1% | ? | .
> O=C(Nc1nc2n(n1)C(c1ccc(Cl)cc1)C=C(c1ccccc1)N2)c1ccco1 (centres undefined)
  . | ? | . | -9% | -7% | .
> CC(=O)NNC(=S)NCCc1ccccc1
  45%[activator] | ? | 29% | 10% | -10% | 3%
> O=S(=O)(c1ccc(Br)cc1F)N1CC[C@H](O)C1
  0% | 8 | 4% | . | . | .
> Cc1ccc(C)c(N2CCN(C(=O)c3ccc4c(Cl)c5c(nc4c3)CCCC5)CC2)c1
  . | -39 | . | 0% | 1% | .
> Cc1cccc(C)c1N1CCN(S(=O)(=O)c2ccc(F)cc2)CC1
  4% | -28 | ? | 14% | -12% | -6%
> Cc1cccc(C)c1OCCn1c(C2CC(=O)N(Cc3ccc(F)cc3)C2)nc2ccccc21 (centres undefined)
  . | -7 | . | -4% | -9% | .
> CCCCN(c1ccccc1)S(=O)(=O)c1cccc(C(=O)Nc2c(C)n(C)n(-c3ccccc3)c2=O)c1
  -11%[11.6 µM] | -18 | 0% | . | . | .
> COc1ccc(NC(=O)CCc2nnc3ccc(NCc4ccc5c(c4)OCO5)nn23)cc1
  -15% | 74 | 3% | 1% | ? | 6%
> O=C(C1CC1)N1CCN(c2nc3c(F)cc(F)cc3s2)CC1
  . | 47 | . | 0% | -3% | .
> O=C(NCCSc1c(-c2ccccc2)[nH]c2ccccc12)c1ccc(S(=O)(=O)N2CCOCC2)cc1
  . | ? | . | 1% | 7% | .
> CCOC(=O)CNC(=O)c1ccc2[nH]c3ccccc3c2c1
  -1% | -23 | ? | . | -6% | 0%
> C=CCn1c(SCc2cccnc2)nnc1-c1ccncc1
  -7% | -6 | -1% | -1% | ? | -7%
> NS(=O)(=O)c1ccc(CNC(=O)Cc2ccccc2[N+](=O)[O-])cc1
  -1% | 114 | 12% | -12% | 3% | 7%
> COc1ccccc1Cn1ccn(Cc2c(F)cccc2Cl)c(=O)c1=O
  . | 23 | . | 8% | 3% | .
> O=C(Nc1ccc(Br)cc1)C1OCCc2ccccc21 (centres undefined)
  0% | -7 | ? | 0% | -3% | -9%
> COc1ccccc1N(O)C1CC(=O)N(c2ccc(Br)cc2)C1=O (centres undefined)
  4% | -23 | -3% | 2.8µM* | ? | -19%
> COc1cccc(NC(=O)COC(=O)c2c(F)cccc2Cl)c1
  7% | -25 | -22% | -1% | 3% | -6%
> COc1cccc(OCC(=O)N2CCN(C)CC2)c1
  -9% | ? | 12% | 2% | -14% | 1%
> CCSc1nc2ccccc2n1Cc1ccccc1F
  5% | 2 | 6% | -2% | -1% | -2%
> Cc1cccc(C(=O)N2CCCC(Nc3ccc(F)c(F)c3)C2)n1 (centres undefined)
  -12% | 94 | 7% | ? | 0% | .
> COc1ccc(-n2c(O)c(/C=N/n3cnnc3)c3ccccc3c2=O)cc1
  -4% | -20 | 11% | 0% | -15% | 1%
> CCOC(=O)Cn1c(=O)c2c(nc3n2CC(C)CN3Cc2ccccc2)n(C)c1=O (centres undefined)
  0% | ? | 5% | -21% | -10% | 14%
> CC1CCN(c2ccccc2NC(=S)NC(=O)c2ccc(-c3cccc([N+](=O)[O-])c3)o2)CC1
  2% | -26 | ? | -22% | -24% | 8%
> COCCNC(=O)c1ccc(N2CC3CC(C2)c2cccc(=O)n2C3)c(NC(=O)c2c(F)cccc2F)c1 (centres undefined)
  -2% | 0 | 6% | 0% | 9% | 0%
> CC(C)N(Cc1ccccc1)C(=O)c1ccc2nsnc2c1
  -9% | -20 | 12% | 0% | 1% | -4%
> Cc1nn(-c2ccccc2)c2c1C(=O)NC(=O)C(C)(C)C2
  -2% | 86 | 2% | 8% | 0% | 1%
> Cc1cccc(OCCSc2nc(N)cc(N)n2)c1
  68%[activator] | 0 | -15% | -21% | -4% | 16µM*
> CC1CN(C(=O)c2ccc(COc3ccc(C(C)C)cc3)o2)CC(C)O1 (centres undefined)
  5% | 53 | -8% | 40µM* | -1% | 0%

An excerpt from above with just Sm TGR block, HCV inhibitor and HCMV antiviral:
SMILES	Sm TGR block	HCV inhibitor	HCMV antiviral
C/C(Cn1cnc([N+](=O)[O-])n1)=N\NC(=O)c1ccccc1O	-31%	7%	-21
Cn1c(N)c(C(=O)COC(=O)[C@@H]2CCCN2S(=O)(=O)c2ccc(Cl)cc2)c(=O)n(C)c1=O	-1%	2%	12
CCOc1ccc(NC(=O)C2CCCN(c3cnccn3)C2)cc1 (centres undefined)	2%&0%	4%	?

Other compounds.
Values run as follows: AMA1-RON2 inh | HCMV antiviral | HCV inhibitor | Sm TGR block | AmpC inh detg | Giardia FBPA inh
> COc1cccc(NC(=O)C2CCN(C(=O)[C@@H]3Cc4ccccc4CN3)CC2)c1
  -3% | 0 | -5% | -4% | -3% | .
> CC(C)C1NC(C(=O)O)Cc2c1[nH]c1ccccc21 (centres undefined)
  8% | -2 | -15% | ? | ? | ?
> CSc1nc2c(c(=O)[nH]c(=O)n2C)n1C/C=C(\C)Cl
  4% | 0 | -9% | 9% | -3% | 11%
> Nc1ccc(C(=O)O)c(O)c1
  11%&16%&-1% | -20&-37&10 | -2%[8.37 µM] | 3.5µM*! | 1%&-12%&-23%&-12% | -18%&-8%&3%&-4%&-1%
> O=S(=O)(N/N=C\C=C\c1ccccc1)c1ccc(Cl)cc1
  -8% | 10 | -3% | 2% | 1% | 3%
> Cc1nn(-c2ccccc2)c(C)c1NC(=O)COC(=O)c1cccc(OC(F)F)c1
  15% | -16 | 33%[activator] | -7% | ? | .
> COc1ccc(N2CC(C(=O)Nc3nnc(C4CCCCC4)s3)CC2=O)cc1 (centres undefined)
  2% | 13 | 16% | 2% | 1% | .
> COc1ccccc1OCc1ccc(C(=O)NC(C)(C)C)o1
  8% | 16 | ? | ? | -2% | 0%
> COc1ccc(/C=C/C(=O)NC2CCCCCCC2)cc1S(=O)(=O)N1CCOCC1
  7% | 93 | -27% | -4% | -15% | -1%
> CCCCCCC(=O)Nc1ccc(Br)cn1
  -5% | -36 | -1% | 28% | 2% | 4%
> CN1CCN(C(CNC(=O)C(=O)Nc2ccc(F)cc2)c2cccnc2)CC1 (centres undefined)
  . | 16 | . | 16% | 19% | .
> Cc1ccc(N2C(=O)NC(NS(=O)(=O)c3ccccc3)(C(F)(F)F)C2=O)cc1C (centres undefined)
  2% | -15&0 | 2% | -7%&0% | 9%&14% | .
> Cc1c(C(=O)N2CCCCCC2)c(S(=O)(=O)N(Cc2ccccc2)C(C)(C)C)c(C)n1C
  . | -33 | . | -7% | 22% | .
